Sm TGR block – inhibitors of Schistosoma mansoni thioredoxin glutathione reductase. Q962Y6. purified TGR, DTNB reduction, TNB absorbance 405 nm. hit rate 3% among 360,000. Potency, µM (titrated, usually from 114 µM), inactives show at the top dose activity change, negative = inhibition, hits mostly inhibitors; note: potency is the fitted concentration of half-maximal effect; nearly all actives have a fitted effect of over 60% in size
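TGR 20 nM + NADPH 100 uM (dispensed conc.), cpd preinc 15 min RT; start with NADPH (500 uM addition) then DTNB (15 mM addition). Kinetic TNB absorbance, 405 nm filter. Four-parameter Hill fit across titration.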
TbPYK inhibitor – blocks Trypanosoma brucei pyruvate kinase. Q57TT1. TbPYK enzyme, Kinase-Glo Plus ATP luminescence, 45 min. hit rate 0.12% among 410,000. Potency, µM (highest dose often 76.8 µM), for the others: at the highest dose activity, negative = inhibition, hits mostly inhibitors. AID 624173; note: potency is the fitted concentration of half-maximal effect; nearly all actives have a fitted effect of over 50% in size
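Glycolytic pyruvate kinase of T. brucei was incubated with substrate, test compound and 130 uM ADP for 45 minutes at room temperature. Luminescent Kinase-Glo Plus signal was measured after 10 minutes.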
AMA1-RON2 inh – disrupts binding of P. falciparum AMA1 to RON2; AlphaScreen AMA1-biotinylated RON2 peptide binding; hit rate 0.2% among 360,000; Potency, µM (titrated, usually from 58.2 µM), inactives show top-dose activity change, negative = inhibition, most hits filed as inhibitors;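 note: potency is the fitted concentration of half-maximal effect; 0% = vehicle wells and -100% = peptide control; nearly all actives have a fitted effect of over 45% in size; some results filed as inactive show a strong effect at the top dose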
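AMA1 (3D7) with his tag at 25 nM final met compounds first, then biotinylated RON2 peptide at 25 nM; detection used donor plus acceptor beads, 10 µg/mL apiece, read by AlphaScreen after 30 min at room temperature.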
LmPK inhibitor – inhibitors of Leishmania mexicana pyruvate kinase | purified LmPK, Kinase-Glo ATP luminescence, 1 h | Potency, µM (series often up to 57.5 µM), without a hit: top-dose activity change, negative = inhibition, most hits filed as inhibitors | hit rate 0.37% among 290,000 | AID 1721; note: potency is the fitted concentration of half-maximal effect
Target sequence (Q27686 whole entry, looked up): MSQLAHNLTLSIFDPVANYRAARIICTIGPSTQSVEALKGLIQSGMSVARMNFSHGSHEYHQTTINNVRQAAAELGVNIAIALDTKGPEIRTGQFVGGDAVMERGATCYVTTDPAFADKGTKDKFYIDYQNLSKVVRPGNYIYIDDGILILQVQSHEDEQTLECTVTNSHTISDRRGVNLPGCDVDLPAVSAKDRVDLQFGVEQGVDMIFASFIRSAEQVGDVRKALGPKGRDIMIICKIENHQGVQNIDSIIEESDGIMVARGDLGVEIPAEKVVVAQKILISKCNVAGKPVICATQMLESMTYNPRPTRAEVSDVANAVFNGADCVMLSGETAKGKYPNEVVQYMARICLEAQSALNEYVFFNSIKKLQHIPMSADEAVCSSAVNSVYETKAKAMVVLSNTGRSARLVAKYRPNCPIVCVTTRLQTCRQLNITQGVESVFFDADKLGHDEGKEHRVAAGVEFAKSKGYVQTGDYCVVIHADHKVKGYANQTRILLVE
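Screened at intermediate enzyme activity to detect both inhibitors and activators: LmPK at 0.1 nM, with a 0.5 nM enzyme column as activation reference. PEP 0.5 mM, ADP 0.1 mM; ATP detected by luminescence after 1 h.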
AmpC inh detg – inhibitors of E. coli AmpC beta-lactamase with detergent | P00811 | AmpC hydrolysis of nitrocefin, absorbance 480 nm, 0.01% Triton | Potency, µM (series often up to 114 µM), for inactives: at the top dose activity change, negative = inhibition, most hits filed as inhibitors | hit rate 0.041% among 370,000 | AID 485294;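 note: potency is the fitted concentration of half-maximal effect; 0% = no-compound wells and -100% = no-enzyme wells; nearly all actives have a fitted effect of over 25% in size; some results filed as inactive show a strong effect at the top dose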
Target sequence (P00811 whole entry, looked up): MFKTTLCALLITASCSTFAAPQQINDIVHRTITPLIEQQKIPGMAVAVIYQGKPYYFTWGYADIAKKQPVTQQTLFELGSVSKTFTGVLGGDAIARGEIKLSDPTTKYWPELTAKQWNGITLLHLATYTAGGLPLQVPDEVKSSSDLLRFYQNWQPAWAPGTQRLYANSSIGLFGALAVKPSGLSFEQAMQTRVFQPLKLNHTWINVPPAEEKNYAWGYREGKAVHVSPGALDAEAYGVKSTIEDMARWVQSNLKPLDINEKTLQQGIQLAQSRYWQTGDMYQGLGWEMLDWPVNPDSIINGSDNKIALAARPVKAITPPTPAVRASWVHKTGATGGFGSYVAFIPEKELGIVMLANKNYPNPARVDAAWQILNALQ
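AmpC (5.3 nM in the dispensed reagent) in 20 mM phosphate pH 7.0 with 0.01% (detergent screen) or 0.0001% Triton X-100 was preincubated with compounds for 15 min at room temperature. Nitrocefin was then added from an 800 uM solution, and hydrolysis was followed at 480 nm.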
HCMV inh – blocks human cytomegalovirus replication | hit rate 4.5% among 410,000 | AID 1259415 | HFF cells, HCMV-luciferase reporter, 72 h; active compounds read low | activity change, negative = inhibition, % at 57.5 µM; in the data active = activity change below about -60%; inconclusive = no clear call, values can overlap the other calls; inactive = above about -39%
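Screen run at 2 compound doses on HFFs infected with reporter HCMV, MOI 1 PFU/cell. Luciferase activity from cell lysates at 72 h post infection gave inhibition relative to buffer-only and Salinomycin wells.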
AmpC inh no detg – AmpC beta-lactamase inhibition without detergent; AmpC nitrocefin hydrolysis, absorbance 480 nm, 0.0001% Triton; Potency, µM (doses to about 57.1 µM), for inactives: at the highest dose activity change, negative = inhibition, actives largely listed as inhibitors; hit rate 0.52% among 330,000; AID 485341;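 note: potency is the fitted concentration of half-maximal effect; plate controls were no compound for no effect and no enzyme for full effect; nearly all actives have a fitted effect of over 20% in size; some results filed as inactive show a strong effect at the top dose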
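AmpC (5.3 nM in the dispensed reagent) in 20 mM phosphate pH 7.0 with 0.01% (detergent screen) or 0.0001% Triton X-100 was preincubated with compounds for 15 min at room temperature. Nitrocefin was then added from an 800 uM solution, and hydrolysis was followed at 480 nm.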
The depositor's hits bear a star; u = inconclusive; x = not tested or not shown; & = joins results of further samples; [ ] = dose if it differs, or a comment. Unless noted, calls come from the whole dose curve; as a rule, active = well fitted curve in the direction sought with a large enough effect; inconclusive = small, poorly fitted or top-dose-only effect, or another doubt; inactive = no such curve, though single readings can be large; an effect the other way counts as inactive or inconclusive. Unless noted, % is set by controls: 0 for no effect and ±100 for the full control effect.

SMILES	AmpC inh detg	TbPYK inhibitor	HCMV inh	Sm TGR block	AMA1-RON2 inh	LmPK inhibitor	AmpC inh no detg
O=C(c1ccccc1NS(=O)(=O)c1cccc(C(F)(F)F)c1)N1CCc2ccccc21	-12%	-4%	9	-6%	2%	4%	-8%
COc1ccc(C(=O)CSc2nncn2C)cc1	-10%	-7%	45	-5%	8%	0%	-18%
COc1ccccc1C(=O)COC(=O)c1nc(Cl)ccc1Cl	-16%	-5%	22	-7%	6%	x	-18%
CCOC(=O)C1CCN(CCCSc2ccc(C)cc2)CC1	x	4%	42	x	-4%	x	x
COc1ccc(CNC(=O)CCc2c(C)c3cc4c(C)coc4c(C)c3oc2=O)cc1OC	10%	3%	-34	-2%	x	x	x
COc1cc(CC2COC(=O)C2(O)Cc2ccc(O)c(OC)c2)ccc1O (centres undefined)	-5%	4%	u	-24%	1%	3%	-16%
O=C(O)c1cc2ccccc2cc1Nc1ccccc1	-6%	4%	0	-7%	-18%	0%	-34%
CCOC(=O)C1=CCC(c2ccc(CC)cc2)N(S(=O)(=O)c2ccc(C)cc2)C1 (centres undefined)	x	1%	-21	x	8%	x	x
CC(=C/c1ccccc1)/C=C1/SC(N2CCOCC2)=NC1=O	1%	-1%	-18	0%	11%	-5%	2%
COc1ccccc1OCC(=O)Nc1ccccc1C(=O)NCc1ccco1	2%	5%	13	-4%	-2%	3%	-16%
O=C(CN1C(=O)c2ccccc2C1=O)OCC(=O)c1ccccc1	-20%	-22%	4	0%	0%	x	-19%
O=C(NCc1ccccc1)c1ccc(F)c(F)c1	0%	-3%	52	30%	-23%	6%	-10%
COCCCNC(=O)c1c(NC(=O)Cc2coc3c(C)c(C)ccc23)sc2c1CCCC2	2%	4%	-14	-1%	x	x	x
COc1ccc(CCNC(=O)CCc2c(C)nc3c(-c4ccc(F)cc4)c(C)nn3c2C)cc1OC	15%	6%	3	4%	x	x	x
CC1CCCCC1NC(=O)c1ccc(S(=O)(=O)N2CCN(C)CC2)cc1 (centres undefined)	u	0%	21	-1%	-2%	-4%	-15%
CN(Cc1ccccc1)S(=O)(=O)c1nnc(NC(=O)c2ccccc2F)s1	-1%	8%	35	0%	-3%	-3%	-28%
CCNC(=O)C(=O)NCCc1ccc(Cl)cc1	0%	-3%	-20	9%	-9%	-4%	-16%
CSC1=NCCN1C(=O)c1cccc(C(F)(F)F)c1	2%	3%	9	8%	17%	-4%	-9%
COc1cccc(CNC(=O)CCCn2nc(C)n3c(cc4sccc43)c2=O)c1	-4%&-7%	0%&0%	-28&-11	3%&5%	-11%	-8%	-6%
O=C(CN1C(=O)NC2(CCc3ccccc32)C1=O)Nc1cc(C(F)(F)F)ccc1N1CCOCC1 (centres undefined)	-12%	-1%	50	2%	-11%	2%	114%[activator]
COc1ccc(NC(=O)c2scc(S(=O)(=O)C(C)C)c2N)cc1	-1%	-11%	55	-6%	1%	u	-32%
CC(C)(C)OC(=O)N1CCC2(CC1)C(C#N)=C(N)OC1=C2C(=O)CCC1	u	u	-19	0%	16%	3%	-4%
O=C(Nc1cnccn1)c1cccnc1	-1%	0%	27	4%	-23%	0%	-14%
CCOC(=O)C=C(OC(=O)c1ccc(OC)cc1)c1ccccc1	x	4%	6	x	-13%	x	x
CN(CCCNC(=O)CCc1cn(C)c2ccccc12)C1CCCCC1	1%	0%	-37	10%	2%	-4%	6%
CN(C)C(=O)CCCCCCCCC(=O)N(C)C	-1%	8%	25	3%	13%	2%	-11%
CCOC(=O)COc1ccc2c(c1)c(C(=O)OCC)c(C)n2CC	-2%	-4%	5	-3%	3%	-6%	25%
COC(=O)Nc1nnc(Cc2ccc(Cl)cc2)s1	3%	7%	18	5%	-11%	-1%	-12%
CC(C)Cn1cc(NC(=O)N2CCN(c3cccc(Cl)c3)CC2)c2ccccc2c1=O	-7%	-5%	-16	u	x	x	x
CCN1C(=O)/C(=C\C(=O)c2cccs2)c2cc(Br)ccc21	-9%	7%	6	-8%	u	1%	-28%
Cc1ccc(S(=O)(=O)Nc2ccc3[nH]ccc3c2)cc1	0%	-7%	x	7%	-10%	1%	-20%
COc1ccc(S(=O)(=O)NCc2ccc(C(=O)NCCCN3CC(C)CC(C)C3)cc2)cc1 (centres undefined)	2%	-6%	-33	u	13%	-1%	29%
CC(=O)c1cccc(NC(=O)CCNC(=O)c2ccccc2Cl)c1	-10%	5%	34	-11%	7%	-1%	-33%
Cc1ccc(S(=O)(=O)NC(CC(=O)NCC2CCCO2)c2ccccc2)cc1 (centres undefined)	-8%	1%	3	x	-10%	0%	-6%
CCN1CCN(c2cc(C)c3cc(NC(=S)N4CCCCC4)ccc3n2)CC1	6%	-4%	u	4%	-7%	-1%	42%
Cc1cc(C)cc(Oc2nc3ccccn3c(=O)c2/C=C(\C#N)c2nc3ccccc3s2)c1	-6%	u	-5	-5%	x	x	x
CC(OC(=O)C1=COCCO1)C(=O)NC1CCCCC1 (centres undefined)	x	1%	-26	x	8%	x	x
Cn1c(SCC(=O)Nc2ccccc2F)nnc1-c1cccs1	-14%	1%	27	10%	-10%	-2%	-19%
COc1cc(-c2noc(-c3cc4cc(F)ccc4oc3=O)n2)cc(OC)c1OC	0%	0%	-38	1%	x	x	x
O=C(NCc1ccc(F)cc1)C1CC(=O)N(C2CCCC2)C1 (centres undefined)	-5%	-1%	-4	-19%	9%	x	-12%
O=C(COC(=O)c1ccc(S(=O)(=O)NCc2ccco2)cc1)NC1CCCCC1	u	-3%	-37	5%	-17%	3%	-24%
CCOc1cc(N2CCOCC2)c(OCC)cc1NC(=O)Cc1cccc2ccccc12	-2%	-4%	1	-11%	-16%	11%	38%
COc1ccccc1NC(=O)C[n+]1ccccc1	0%	-7%	-13	14%	5%	-16%	-6%
Cc1ccc(C2(O)CN(c3ccccc3C)C3=[N+]2CCS3)cc1 (centres undefined)	u	-1%	u	1%	11%	1%	2%
O=C(CCc1nc(-c2ccc(F)cc2)no1)NCc1ccccc1CN1CCOCC1	x	-1%	5	x	2%	x	105%[activator]
COc1cc(S(=O)(=O)N2CCCCC2)ccc1NC(=O)c1ccccc1Cl	u	1%	-18	-5%	-19%	6%	-24%
CCOc1ccc(NC(=O)CSc2nc3ccccc3nc2N2CCOCC2)cc1	-18%&0%	-8%&-2%	-28&25	-28%&1%	11%	-3%	-11%
O=C(O)CC(NC(=O)Nc1ccccc1)c1ccc(OC2CCCC2)cc1 (centres undefined)	1%	-2%	-22	-8%	-3%	4%[11.5 µM]	-20%
Cc1cc(N2CCN(c3ccccc3)CC2)nc(N)n1	u	-6%	3	-9%	-3%	3%	-25%
COc1cccc(CNS(=O)(=O)c2cn(C)cn2)c1	-3%	-2%	36	6%	-16%	3%	12%

Next records follow.
SMILES	AmpC inh detg	TbPYK inhibitor	HCMV inh	Sm TGR block	AMA1-RON2 inh	LmPK inhibitor	AmpC inh no detg
COc1cccc(NC(=O)CN(C)C(=O)CSCc2nc3scc(-c4cccs4)c3c(=O)[nH]2)c1	u	-7%	20	-5%	21%	x	0%
Cc1ccc(-n2c(SCC(=O)Nc3ccc4c5c(cccc35)CC4)nc(O)cc2=O)cc1	0%	-1%	-8	-9%	68%[activator]	3%	-52%
CCNc1nc(-c2cc3ccccc3o2)cs1	-6%	-8%	32	-14%	-12%	-6%	u
O=[N+]([O-])c1ccc(N2CCCC2)c2ncccc12	4%	-2%	-11	5%	-2%	0%	-18%
COc1ccc(-c2noc(-c3ccccc3C(=O)Nc3cccnc3)n2)cc1OC	4%	-4%	-5	-6%	13%	2%	76%[activator]
COc1cccc(Nc2nnc(SCC(=O)N3CC(=O)Nc4ccccc43)s2)c1	-4%	-10%	-28	4%	-10%	4%	-48%
Cc1ccc2[nH]c(CNC(=O)c3ccccc3F)cc2c1	2%	4%	26	4%	0%	7%	-20%
Cc1cc(=O)oc2cc(NC(=O)C3CCCC3)ccc12	-3%	0%	6	12%	-3%	-3%	-11%
COc1ccc(C)cc1NC(=O)c1cc2ccccc2cc1OCC(=O)NCc1ccco1	9%	1%	45	-3%	-9%	10%	-15%
COCCCNC(=S)N1CCN(Cc2ccc3c(c2)OCO3)CC1	4%	7%	-103*	24%	u	5%	16%

In a second layout: results already given
Order of values: AmpC inh detg | TbPYK inhibitor | HCMV inh | Sm TGR block | AMA1-RON2 inh | LmPK inhibitor | AmpC inh no detg
> O=C(NCc1ccc(F)cc1)C1CC(=O)N(C2CCCC2)C1 (centres undefined)
  -5% | -1% | -4 | -19% | 9% | x | -12%
> O=C(COC(=O)c1ccc(S(=O)(=O)NCc2ccco2)cc1)NC1CCCCC1
  u | -3% | -37 | 5% | -17% | 3% | -24%

The list continues:
SMILES	AmpC inh detg	TbPYK inhibitor	HCMV inh	Sm TGR block	AMA1-RON2 inh	LmPK inhibitor	AmpC inh no detg
COc1ccc(CNC(=O)CCCn2nc(C)c([N+](=O)[O-])c2C)cc1OC	3%	0%	-25	8%	1%	5%	-5%
COCC(=O)N/N=C(\C)CC(=O)Nc1ccccc1C(N)=O	-4%	24%	-2	1%	79%[activator]	-1%	-9%
CCOC(=O)c1nnn(-c2ccccc2)c1C	u	7%	12	0%	4%	-11%	4%
O=C(Cn1nnnc1-c1ccccc1F)Nc1ccc(OC(F)(F)F)cc1	-1%	1%	-26	-4%	x	x	x
CCN(CC)S(=O)(=O)c1ccc(C)c(NC(=O)CNc2cccc(S(=O)(=O)N3CCOCC3)c2)c1	u	2%	-4	2%	-7%	x	u
Cn1cccc1Cc1nnc(SCC(=O)N2CCc3ccccc32)n1CCc1ccccc1	u	-7%	12	-33%	-9%	0%	164%[activator]
CCn1c(SCC(=O)C(C)(C)C)nnc1-c1ccccn1	1%	-5%	23	7%	-7%	-3%	-7%
CCS(=O)(=O)N1CCN(S(=O)(=O)c2ccccc2[N+](=O)[O-])CC1	0%	-9%	u	x	5%	3%	23%

A draw from above in order of SMILES length, smallest number first:
SMILES	AmpC inh detg	TbPYK inhibitor	HCMV inh	Sm TGR block	AMA1-RON2 inh	LmPK inhibitor	AmpC inh no detg
O=[N+]([O-])c1ccc(N2CCCC2)c2ncccc12	4%	-2%	-11	5%	-2%	0%	-18%
CCOc1cc(N2CCOCC2)c(OCC)cc1NC(=O)Cc1cccc2ccccc12	-2%	-4%	1	-11%	-16%	11%	38%
CCS(=O)(=O)N1CCN(S(=O)(=O)c2ccccc2[N+](=O)[O-])CC1	0%	-9%	u	x	5%	3%	23%
